Peg3 prom inh: Peg3 promoter activity inhibition; HeLa PEG-Prom luciferase reporter, luminescence, overnight; inhibition, % at 20 µM; actives 1.7% (n = 360,000);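 active means inhibition of at least 50% at 20 µM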
NR2E3 ag-1: agonists of human nuclear receptor NR2E3; Q9Y5X4; GST-NR2E3/biotin-RetCOR TR-FRET, 1536-well; inhibition of corepressor binding, % at 4.78 µM; actives 0.12% (n = 320,000); AID 2300;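 active means percent inhibition above the cutoff of mean plus 3 SD of all tested compounds, set per screening campaign, cut at about 20% in these data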;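 further: 0% = DMSO wells and 100% = biotin wells as full block of FRET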
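Material: NR2E3–RetCOR corepressor complex / Incubation: Compound–protein incubation for 5 h at 4 °C / Dosing: compound at 4.8 µM, single dose / Detection: time-resolved FRET / Benchmarks: high control biotin, low control 0.6% DMSO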
PDI turbidity: inhibitors of human protein disulfide isomerase; PDI insulin aggregation turbidity, A650, 90 min; inhibition, % at 10 µM; actives 0.052% (n = 350,000); AID 588391;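 active means mean inhibition across replicates of 30% or more, whatever share of single replicates reach that level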;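 further: absorbance from insulin aggregation driven by PDI reduction with DTT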
KKLEB tox: reduces viability of KKLEB cystic fibrosis airway cells | actives 0.36% (n = 360,000) | activity change (cytotoxicity), % at 5 µM | KKLEB CF airway cells viability, ATPlite luminescence, overnight; active compounds read low; cells stimulated with P. aeruginosa culture filtrate | AID 602141;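 active means corrected activity change at or below -50% at 5 µM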
CaV13 FRET inh: Primary screen for inhibitors of IQ motif and Ca2+-dependent inactivation inhibitor domain binding in CACNA1D, Förster resonance energy transfer in living cells, …; actives 0.098% (n = 340,000); HEK cells, CFP/YFP FRET ICDI-IQ, plate reader, 10 min; percent FRET-ratio fall versus neutral wells; AID 743397; inhibition, % at 12.3 µM;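 active means mean replicate inhibition of at least 30% and at least 1% of replicates passing that level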;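 further: 0% = median of the neutral control wells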
CF NFkB block: cystic fibrosis NF-kB activation inhibition; KKLEB NF-kB-GFP reporter, PAF-induced, GFP fluorescence overnight; inhibition, % at 5 µM; actives 0.86% (n = 360,000);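 active means at least 50% inhibition at 5 µM, scaled per plate between neutral and stimulator controls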;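 further: PAF is a Pseudomonas aeruginosa culture filtrate used as stimulus; plate controls were PAF-stimulated DMSO wells for no effect and unstimulated DMSO wells for full effect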
NR2E3 ag-2: agonists of human NR2E3 nuclear receptor; Q9Y5X4; CHO-S Gal4-NCOR/VP16-NR2E3 two-hybrid, luciferase; inhibition of corepressor binding, % at 3.98 µM; actives 0.35% (n = 360,000); AID 602229;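 active means inhibition above the mean of all tested compounds plus 3 SD, cut at about 70% in these data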;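 further: 0% = DMSO with NR2E3 transfected cells and 100% = cells lacking NR2E3 construct; higher means lower luciferase signal from less NR2E3 corepressor binding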
HIF-2a inh: HIF-2a inhibition. 786-0 RCC cells HIF-2a reporter, luciferase luminescence, overnight. inhibition, % at 18.8 µM. actives 0.72% (n = 360,000). AID 624352;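 active means inhibition of the luminescence signal of 40% or more relative to plate controls, in a single-dose primary screen at 18.75 µM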
Shn3 inh set2: inhibitors of Schnurri-3 3'UTR reporter in osteoblasts; Clone20 osteoblast Shn3 3'UTR firefly luciferase, 24 h; inhibition, % at 12.5 µM; actives 0.52% (n = 360,000); AID 588674;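 active means mean inhibition of at least 75% with every replicate also reaching 75%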;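 further: 0% = median of neutral control wells and 100% = pilot-screen positive control compound; some compounds past the cut are filed as inactive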
Vif inh: inhibitors of HIV Vif; HEK293T cells, Vif self-association by quenched fluorescence, imaging, 24 h; inhibition, % at 7.49 µM; actives 0.35% (n = 340,000); AID 602346; in the data active means inhibition above about 50%, passing the limit was not always enough; further: some results filed as inactive read as strong as hits
MITF TRPM1 inh: inhibitors of MITF-driven TRPM1 promoter in melanoma cells; SK-MEL-5 TRPM1 promoter luciferase, 24 h; inhibition, % at 12.5 µM; actives 0.83% (n = 330,000); AID 488899;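 active means mean inhibition across replicates of 60% or more, whatever share of single replicates reaches that level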; further: values of inactives mirror those of a sister screen read the other way
Starred values were filed as active, the others as inactive; . = not tested or not shown.

canonical_smiles	Peg3 prom inh	NR2E3 ag-1	PDI turbidity	KKLEB tox	CaV13 FRET inh	CF NFkB block	NR2E3 ag-2	HIF-2a inh	Shn3 inh set2	Vif inh	MITF TRPM1 inh
Cc1c(N=Cc2ccc(-c3ccc(Cl)cc3)o2)c(=O)n(-c2ccccc2)n1C	-32	0	13	5	-2	6	12	-27	-5	.	-8
Fc1ccc(Oc2ccc3nnc(C(F)(F)F)n3n2)cc1	19	0	-10	2	11	-33	-2	5	12	1	-14
COc1ccc(C(C(=O)NC2CCCC2)N(C(=O)CNC(=O)c2ccco2)c2cccnc2)cc1 (stereo not drawn)	0	1	1	-5	-6	-19	-12	4	7	2	-3
CCCN1C(=O)C(NC(C)=O)c2cc(OC)ccc21 (stereo not drawn)	15	2	-9	-8	-6	2	-4	20	6	5	-5
O=C1/C(=C/c2ccccc2F)SC(=S)N1CCC(=O)N1CCCCC1CCO (stereo not drawn)	53*	4	-4	1	-4	-1	-7	4	-19	5	14
COc1cc(NC(=O)c2cc([N+](=O)[O-])ccc2NC(=O)CN2CCN(c3ccccn3)CC2)cc(OC)c1	48	2	-7	-9	-3	16	5	6	9	-11	10
O=C(NCc1ccccc1F)C1CCCN(C(=O)Nc2ccc(F)cc2)C1 (stereo not drawn)	10	3	-15	13	-4	-1	12	6	-2	-6	1
COc1ccc(/C=N/NC(=O)c2ccc(COc3ccccc3Cl)o2)c(OC)c1C	37	-1	1	-25	-5	7	3	15	6	-6	9
COC(=O)COc1ccc(Oc2nc(SC)nc(N(C)C)n2)nn1	7	1	-2	0	.	8	-16	25	-5	-8	12
CCCCCC(=O)Nc1ccccc1N1CCOCC1	4	4	-2	11	-6	-6	-20	13	-83	-7	1
COc1ccc(NC2CCCN(C(=O)c3ccc4nccnc4c3)C2)cc1OC (stereo not drawn)	7	-5	-2	1	-6	-16	-1	7	-6	1	8
O=C1OCCC1Sc1nc2ccccc2c(=O)n1-c1ccc(F)cc1 (stereo not drawn)	9	-1	-2	2	.	10	-18	-4	12	4	-8
CC(=O)c1nn(-c2cccc(Br)c2)cc1C(=O)c1ccco1	10	4	-4	-1	-4	-21	-2	7	11	2	-5
O=C(Cn1c(=O)cnc2ccccc21)Nc1ccccc1N1CCOCC1	11	3	2	9	.	-19	-13	10	5	0	4
COc1ccccc1C(=O)N/C(=C\c1ccc2c(c1)OCO2)C(=O)NCCc1nc2ccccc2[nH]1	29	-1	1	0	-2	12	-19	17	-4	-6	8
O=S(=O)(N/N=C1\CC(c2ccccc2)Oc2ccccc21)c1ccccc1 (stereo not drawn)	4	1	5	0	.	6	9	-10	0	5	6
COc1cc(S(=O)(=O)NCc2ccccn2)ccc1Cl	-3	2	-2	3	-11	-9	-11	4	-128	-6	9
Nc1cc2nn(-c3ccccc3)nc2cc1Cl	-287	.	-2	4	-2	-16	-181	-289	-35	-1	-1
O=Cc1ccc(-c2ccccc2OC(F)(F)F)o1	-8	-2	9	5	-1	1	-2	10	-22	25	-8
CCOC(=O)c1ccc(Oc2c(C)oc3c(CN4CCN(C)CC4)c(O)ccc3c2=O)cc1	19	-1	5	-7	-5	9	10	16	-1	-3	14
c1csc(-c2nnc3ccccn23)c1	-2	-6	-5	3	-6	-4	11	2	-24	1	-8
NS(=O)(=O)c1ccc(NC(=S)NC2CC2)cc1	3	2	-6	11	-1	11	0	11	1	2	-4
CC(C)c1ccc(OCC(=O)NCc2ccco2)cc1	0	-1	-12	8	-4	-12	0	-62	-15	-1	3
Cc1ccc(NC(=O)CCn2c(=O)[nH]c3ccsc3c2=O)cc1C	-3	5	-1	1	-2	-2	-1	-15	0	9	-25
Cc1cccc(-n2nnc(C(=O)NC3CCCc4ccccc43)c2N)c1 (stereo not drawn)	2	4	-8	-2	-5	16	-23	-5	7	9	10
CCOC(=O)/C=C/C(=O)Nc1nccs1	29	2	-1	-25	-4	16	-44	21	9	-7	4
COc1ccccc1NC(=O)c1ccc(S(=O)(=O)N(C)c2ccccc2OC)cc1	-3	.	-5	1	-7	8	18	12	13	-3	10
O=C(NCCc1ccccc1)C1CCN(C(=O)c2ccc([N+](=O)[O-])cc2)CC1	7	-1	6	-3	-4	-4	1	18	-7	.	4
CN(C)S(=O)(=O)c1cc(NC(=O)COC(=O)CCSc2ccc(Cl)cc2)ccc1Cl	15	2	-2	6	-16	0	-10	9	15	16	-7
O=C(CN1CCN(C(=O)CNC(=O)c2ccc(N3CCCC3=O)cc2)CC1)Nc1cccc(F)c1	-12	.	0	5	-6	-23	2	10	2	-1	.
NS(=O)(=O)c1ccc(N2N=C(c3ccccc3)CC2c2ccc(F)cc2)cc1 (stereo not drawn)	18	3	1	-5	.	1	9	26	12	5	4
Cc1ccc(CN(Cc2cccnc2)C(=S)Nc2cccc(Cl)c2C)cc1	8	1	-1	2	-3	-14	5	15	14	2	1
O=C(CSc1nnc(-c2ccc(C(F)(F)F)cn2)s1)c1ccccc1	-15	1	-1	-6	-6	-16	-11	-6	0	-4	7
COc1cc2cc(CCCOC(=O)CCCC(=O)O)oc(=O)c2cc1OC	6	2	-1	8	-3	8	-15	5	-13	5	5
Cc1ccc(NC(=O)C(=O)NCC2CCCO2)cc1 (stereo not drawn)	-167	2	11	-7	-3	-12	-75	-169	-49	-2	-53
O=Cc1ccccc1OS(=O)(=O)c1ccccc1	-18	1	-15	13	-4	-6	-10	-6	18	5	-6
CCN(CC(=O)NCc1ccc(Cl)cc1)C(=O)C(C)Sc1ccccc1 (stereo not drawn)	20	-2	-6	-12	-6	2	-7	10	5	-1	15
CC1=NN(c2ccccc2)C(=O)C1C(=O)c1cc([N+](=O)[O-])cc([N+](=O)[O-])c1 (stereo not drawn)	21	2	-4	16	-7	-16	-2	10	9	-1	2
COc1ccc(Cn2cc(F)c(=O)n(CCC(C)C)c2=O)cc1[N+](=O)[O-]	30	2	-1	4	.	-15	-4	11	6	-9	1
COc1ccc(NC(=O)CN2CCCCCC2)cc1OC	13	5	-3	5	-7	1	-35	7	6	15	9
Clc1ccc(-n2nnnc2CN2CCCCC2)cc1Cl	11	-2	-13	-2	-4	16	-7	14	7	-3	10
COc1ccc([N+](=O)[O-])cc1-c1nc2ccccc2nc1-c1ccccc1	24	1	7	-11	-2	22	6	20	16	-3	7
COC(=O)CCc1nc2ccccc2[nH]c1=O	-11	0	6	1	.	3	-4	0	-4	5	-5
O=C(CSc1nc(O)cc(=O)[nH]1)Nc1ccc2c(c1)CCC2	-1	1	3	-2	.	0	-2	6	-2	-8	-5
Cc1ccc(-n2c(Cl)c(Cl)[nH]c(=O)c2=O)cc1	5	-1	-4	3	-3	-6	-17	-1	5	-3	9
CC#CCN1c2ccccc2[C@]23C[C@@H](C(=O)OC)N(C(=O)c4cc(C)oc4C)C2=NC(C(=O)OC)=C(C(=O)OC)[C@H]13	36	0	-2	0	-4	32	31	-2	-36	-1	2
Cc1ccc(S(=O)(=O)CC(=O)Nc2nccs2)cc1	-10	-1	0	8	-1	-17	-20	5	-5	-5	-4
CCOc1ccccc1OCCCC(=O)N1CCN(S(=O)(=O)c2ccc(C)cc2C)CC1	11	6	8	-36	-7	28	3	7	13	2	-3
C=CCNC(=S)N1CCN(c2ncc(C(F)(F)F)cc2Cl)CC1	10	0	12	-11	-5	-6	-4	-7	-11	-1	-9
CC(C)(CO)CNC(=O)CCc1nnc(Cc2ccc(-c3ccccc3)cc2)o1	10	-2	1	-2	-1	-4	-1	7	9	2	-3

The listing continues:
canonical_smiles	Peg3 prom inh	NR2E3 ag-1	PDI turbidity	KKLEB tox	CaV13 FRET inh	CF NFkB block	NR2E3 ag-2	HIF-2a inh	Shn3 inh set2	Vif inh	MITF TRPM1 inh
Cc1ccc(NC(=O)c2ccc3c(c2)NC(=O)CS3)nc1	-185	-3	-6	8	-8	-1	-54	-229	-66	-8	-67
Cc1cc(C(=O)NCCN2CCCCC2C)n(-c2ccccc2)n1 (stereo not drawn)	5	1	0	-6	-5	8	-13	5	-1	.	6
COc1cccc(-c2cc(C(F)(F)F)nc(-n3cccn3)n2)c1	-5	1	4	13	-5	-16	-26	-5	-26	0	-1
Cc1cccc(/C=C/c2nc3ccccc3c(=O)n2Cc2ccccc2)c1	19	3	8	0	-1	-16	11	24	-10	0	-5
COc1ccc(-c2cc(C(=O)Nc3cccnc3)no2)cc1OC	-245	-1	-10	-3	-3	25	-1	-240	-116	-8	-75
Clc1ccccc1Cn1nnc2c(N3CCCC3)ncnc21	17	-1	0	-8	.	15	-27	6	6	-6	-5
NC1=C([N+](=O)[O-])C(c2ccc(F)cc2)C2=C(CCCC2=O)O1 (stereo not drawn)	-8	-3	-12	10	-3	-5	0	16	-3	-3	-20
CCc1nn2c(=O)c(S(=O)(=O)Nc3ccc(C(C)C)cc3)c(C)nc2s1	21	-3	18	-1	-5	16	24	6	14	-10	7
CC(C)CN(C(=O)COC(=O)COc1ccc2c(c1)CCC2)c1c(N)n(Cc2ccccc2)c(=O)[nH]c1=O	-7	2	7	10	-6	-3	-1	8	4	6	6
CCn1c(SCC(=O)Nc2nonc2C)nnc1-c1ccco1	3	1	-5	3	-4	-7	14	-8	-11	.	4
COc1ccc(/C=N/NC(=O)c2nc(-c3ccccc3)n(-c3ccccc3)n2)cc1OC	-4	-3	-9	-17	-5	11	8	1	-4	6	-4
O=C1c2ccccc2-c2c1c1ccccc1c(=O)n2CCO	19	.	0	8	-6	-257	18	-35	17	4	13
O=S(=O)(c1ccc(F)cc1)n1cnc2ccccc21	6	-1	0	-5	-5	31	4	18	-1	-1	7
COc1ccc(S(=O)(=O)N2CCOCC2)cc1NC(=O)Cc1c(F)cccc1Cl	17	2	-25	-5	-5	36	0	0	-10	-11	7
CN1CCN(c2ccc(NC(=O)CSc3ccccc3)cc2F)CC1	-239	1	-2	-2	-4	-2	-55	-76	-70	2	-10
CCn1cc(Cl)c(C(=O)NNC(=O)CCn2ccc([N+](=O)[O-])n2)n1	0	-4	-2	-20	-5	32	5	18	9	10	7
Cc1sc2ncnc(N/N=C/c3cccc(O)c3)c2c1C	-237	1	5	-3	-6	-2	-65	-236	-35	1	-75

Random excerpt: 2 entries already listed
canonical_smiles	Peg3 prom inh	NR2E3 ag-1	PDI turbidity	KKLEB tox	CaV13 FRET inh	CF NFkB block	NR2E3 ag-2	HIF-2a inh	Shn3 inh set2	Vif inh	MITF TRPM1 inh
COc1ccc(S(=O)(=O)N2CCOCC2)cc1NC(=O)Cc1c(F)cccc1Cl	17	2	-25	-5	-5	36	0	0	-10	-11	7
CCOC(=O)/C=C/C(=O)Nc1nccs1	29	2	-1	-25	-4	16	-44	21	9	-7	4

Compounds as they come. Share with any hit: about 3.3%.
